TSHR antagonist – blocks TSH signaling through the human TSH receptor; P16473; TSHR-expressing cells, TSH-stimulated cAMP HTRF, 2 h; active compounds read low; activity change, negative = inhibition, % at 11.5 µM; 330,000 compounds, 0.2% hits; AID 504810;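 active means activity change below a set negative limit, meaning inhibition stronger than a set level, cut at about -70% in these data; inconclusive means activity change between two set negative limits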; further: on the % scale 0 is the no-effect control and ±100 the full control effect
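Competitive HTRF cAMP read-out (cryptate anti-cAMP antibody, cAMP-d2; 30 min, room temperature) in freshly harvested TSHR cells. Compounds added before TSH at EC80 (4nM final), followed by 2 hours' incubation at 37 deg C.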
ASM inhibitor – inhibitors of human secretory acid sphingomyelinase; P17405; placental ASM, HMU-PC fluorogenic substrate, 60 min; Potency, µM (titrated, usually from 57.5 µM), for inactives: top-dose activity change, negative = inhibition, hits mostly inhibitors; 340,000 compounds, 0.006% hits; further: potency means the concentration at half of the fitted maximal effect
Target sequence (P17405 47-631 limits assumed): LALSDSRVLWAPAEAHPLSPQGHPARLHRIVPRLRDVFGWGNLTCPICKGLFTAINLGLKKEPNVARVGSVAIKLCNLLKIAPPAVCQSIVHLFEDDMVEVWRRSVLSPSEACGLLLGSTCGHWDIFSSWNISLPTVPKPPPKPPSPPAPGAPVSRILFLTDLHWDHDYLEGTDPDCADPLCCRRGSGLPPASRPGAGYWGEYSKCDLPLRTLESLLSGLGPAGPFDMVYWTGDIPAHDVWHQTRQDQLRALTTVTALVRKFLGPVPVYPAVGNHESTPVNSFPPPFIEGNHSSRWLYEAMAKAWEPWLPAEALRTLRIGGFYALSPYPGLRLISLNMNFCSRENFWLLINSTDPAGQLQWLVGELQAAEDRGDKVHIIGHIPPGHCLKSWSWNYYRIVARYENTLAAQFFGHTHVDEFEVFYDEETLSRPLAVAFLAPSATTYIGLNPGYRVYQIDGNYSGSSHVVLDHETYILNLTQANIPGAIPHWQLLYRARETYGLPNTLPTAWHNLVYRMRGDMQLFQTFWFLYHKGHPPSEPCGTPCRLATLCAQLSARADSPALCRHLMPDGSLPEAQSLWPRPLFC
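HMU-PC0 cleavage (9 uM final) by human placental ASM, 60 min at 37 °C following 10 min compound exposure at RT; stopped at pH 10, fluorescence Ex 386/Em 447 nm.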
MBNL1-CUG inh – blocks human MBNL1 binding to CUG repeat RNA. Potency, µM (titrated, usually from 57.5 µM), for the others: at the highest dose activity change, negative = inhibition, most hits filed as inhibitors. AID 2675. 280,000 compounds, 0.036% hits. TR-FRET MBNL1-His/biotin-(CUG)12 binding, 665/545 ratio. Q9NR56; active means well fitted inhibition curve with a large enough effect in the signal ratio, with a control signal flat, not every such curve was filed as active; inconclusive means small, poorly fitted or top-dose-only effect, or effect the other way, or a change in a side signal; inactive means no such curve, though single readings can be large or run the other way; the % refers to the signal ratio; further: potency means the concentration at half of the fitted maximal effect; on the % scale 0 is the no-effect control and ±100 the full control effect
Target sequence (Q9NR56 whole entry, looked up): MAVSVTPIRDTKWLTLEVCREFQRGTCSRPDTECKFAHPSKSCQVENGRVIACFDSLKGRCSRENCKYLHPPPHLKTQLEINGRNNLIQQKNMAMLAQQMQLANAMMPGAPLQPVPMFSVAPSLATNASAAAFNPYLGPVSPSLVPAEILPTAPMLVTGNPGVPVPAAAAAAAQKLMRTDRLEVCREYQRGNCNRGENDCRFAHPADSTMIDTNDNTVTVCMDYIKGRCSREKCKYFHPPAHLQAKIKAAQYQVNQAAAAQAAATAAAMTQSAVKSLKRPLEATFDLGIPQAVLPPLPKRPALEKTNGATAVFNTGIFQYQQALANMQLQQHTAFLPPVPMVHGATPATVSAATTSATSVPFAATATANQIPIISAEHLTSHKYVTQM
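TR-FRET between His-tagged MBNL1 and biotin-(CUG)12 RNA, detected with Tb anti-His antibody (0.055 ng/ul) and streptavidin-XL665 (5 nM), 60 min at room temperature. Compounds titrated 92 nM to 58 uM; 665/545 nm ratio normalized to buffer and complex controls.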
TCR act – T cell receptor activation; primary human leukocytes, anti-CD3, IL-2 HTRF, 48 h; Potency, µM (top dose mostly 9.22 µM), for the others: at the top dose activation of IL-2 secretion, hits mostly activators; 330,000 tested, under 10 active; AID 504894; further: % of control where 0% means no effect
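Compounds are tested in HTS on primary human leukocytes co-incubated with a-CD3 beads for 48 hr. IL-2 output is measured by time-resolved FRET.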
Mito fusion act – blocks mitochondrial division or promotes mitochondrial fusion | AID 485298 | Potency, µM (series often up to 46.1 µM), inactives show at the top dose growth rescue (activation), most hits filed as activators | 320,000 compounds, 0.23% hits | S. cerevisiae fusion-defective mutant growth rescue, CellTiterGlo 48 h;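 further: potency means the concentration at half of the fitted maximal effect; % of control where 0% means no effect; nearly all actives have a fitted effect of over 45% in size; temperature-sensitive fusion mutants such as fzo1-1 at 37 °C on non-fermentable ethanol glycerol medium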
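Growth-rescue viability read-out: after 48 h at the non-permissive 37C in glycerol/ethanol YPEG, yeast mitochondrial fusion mutants are measured by CellTiterGlo luminescence; compounds (23 nl pinned per well) restoring growth score as division inhibitors or fusion activators.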
CXXC DNA block – MLL CXXC-DNA interaction inhibition. Q03164. MLL-CXXC / FITC-HOXA9 DNA fluorescence polarization. Potency, µM (doses to about 115 µM), without a hit: top-dose activity change, negative = inhibition, hits mostly inhibitors. 290,000 compounds, 0.037% hits. AID 2662; active means well fitted inhibition curve with a large enough effect in the polarisation, with a control signal flat, not every such curve was filed as active; inconclusive means small, poorly fitted or top-dose-only effect, or effect the other way, or a change in a side signal; inactive means no such curve, though single readings can be large or run the other way; the % refers to the polarisation; further: potency means the concentration at half of the fitted maximal effect
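Steps: dispense CXXC domain solution (7 uM) → pin compounds or unlabeled HOX-A9 DNA control → 5 min ambient → add FLSN-HOX-A9 solution (50 nM) → spin → 30 min ambient → fluorescence polarization. Tris pH 7.5/NaCl/DTT/BSA buffer.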
AT treatment – candidate therapy for ataxia-telangiectasia | Potency, µM (highest dose often 57.5 µM), inactives show top-dose activation, usual class: activators | AID 485349 | […] A-T fibroblasts, KAP-1 phosphorylation AlphaLISA; neocarzinostatin DNA damage 30 min before lysis | 320,000 compounds, 0.19% hits; further: potency means the concentration at half of the fitted maximal effect; % of control where 0% means no effect; nearly all actives have a fitted effect of over 45% in size
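hTERT-immortalized A-T patient fibroblasts ([…]), 500 cells/well in OPTI-MEM, 1% FBS, got compounds for 60 min, then NCS for 30 min at 37C. Lysates were then assayed for phospho-KAP-1 by AlphaLISA (anti-pKAP1 donor, anti-KAP1 acceptor beads), 6 hr at 25C.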
PTAP TSG101 blk – blocks PTAP/TSG101 interaction to inhibit HIV-1 budding; AID 493005; Potency, µM (top dose mostly 115 µM), for inactives: top-dose activity change, negative = inhibition, usual class: inhibitors; Q99816; 340,000 tested, under 10 active; Fluorescence polarization, FITC-PTAP peptide / Tsg101 binding; active means well fitted inhibition curve with a large enough effect in the main read-out, with a control signal flat, not every such curve was filed as active; inconclusive means small, poorly fitted or top-dose-only effect, or effect the other way, or a change in a side signal; inactive means no such curve, though single readings can be large or run the other way; further: potency means the concentration at half of the fitted maximal effect; % of control where 0% means no effect
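Steps: Tsg101 binding domain dispensed (10 uM final), compounds pinned in DMSO, FITC-labeled PTAP-motif peptide added (50 nM final); after 20 min binding at room temperature, polarization measured.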
Integrin act MD – integrin-mediated muscular dystrophy alleviation activation | alpha7betagal myoblasts, beta-gal FDG fluorescence, 48 h | Potency, µM (top dose mostly 38.3 µM), for the others: at the highest dose activation, actives largely listed as activators | 350,000 compounds, 0.064% hits;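 further: potency means the concentration at half of the fitted maximal effect; 100% = response of the positive control SU9516; nearly all actives have a fitted effect of over 60% in size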
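alpha7betagal+/- myoblasts (passage 13, 250/well) treated 48 h at 37C with compounds at 1:260 dilution of DMSO stock. Lysed, then beta-galactosidase activity read as FDG fluorescence (ex 480/em 540) after 30 min, with pre-read for autofluorescence.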
Menin-MLL TR inh – inhibitors of human menin-MLL interaction, mutant MLL peptide; Potency, µM (titrated, usually from 61.6 µM), for inactives: at the highest dose FP activity change, negative = inhibition, most hits filed as inhibitors; O00255; AID 1768; Menin + Texas Red MLL mutant peptide, fluorescence polarization; 270,000 compounds, 0.23% hits; active means well fitted inhibition curve with a large enough effect in the polarisation, with a control signal flat, not every such curve was filed as active; inconclusive means small, poorly fitted or top-dose-only effect, or effect the other way, or a change in a side signal; inactive means no such curve, though single readings can be large or run the other way; the % refers to the polarisation; further: potency means the concentration at half of the fitted maximal effect; % of control where 0% means no effect; many of its hits are not listed in these tables
Starred values were filed as active, the others as inactive; ? = inconclusive; / = no result given; [ ] = remark or other dose. Unless noted, the call rests on the fitted dose curve; in most records, active means well fitted curve in the direction sought with a large enough effect; inconclusive means small, poorly fitted or top-dose-only effect, or another doubt; inactive means no such curve, though single readings can be large; an effect the other way counts as inactive or inconclusive.

Molecule	MBNL1-CUG inh	PTAP TSG101 blk	Menin-MLL TR inh	TSHR antagonist	Integrin act MD	AT treatment	Mito fusion act	ASM inhibitor	TCR act	CXXC DNA block
CN(C)S(=O)(=O)c1ccc(N2CCCC2)c(C(=O)OCC(=O)NC2CCCCC2)c1	/	-2%	/	9	-17%	0%	-4%	/	1%	/
COc1ccc2nc(-c3ccccc3)cc(C(=O)N3CCC3)c2c1	/	0%	/	-5	9%	10%	2%	387%[activator]	-3%	/
O=C(NCCC1=CCCCC1)C1CCN(S(=O)(=O)c2cccc3nsnc23)CC1	?	0%	11%	8	33%	-1%	-1%	-2%	-7%[46.1 µM]	-22%
O=C(CCC1CCCCC1)Nc1c2c(nn1-c1ccc(F)cc1)CS(=O)(=O)C2	-3%	/	14%	-13	-4%	-4%	-8%	-1%	/	0%
O=C(N/N=C/c1ccc(OCC2COCCO2)cc1)c1ccc(Br)cc1 (configuration not stated)	5%	3%	-16%	10	-8%	-2%	2%	-4%	2%	10%
C[C@@H](NC(=O)c1nc[nH]c1C(=O)N[C@H](C)c1ccccc1)c1ccccc1	/	1%	/	-5	5%	6%	13%	-4%	6%	/
Cc1ccccc1-c1nc(CN(Cc2c(C)nn(C)c2C)C2CC2)c(C)o1	-18%	-3%	?	-13	-20%	4%	6%	6%	-2%	8%
CC(C)(C)c1cc(NCc2ccccn2)n2ncc(-c3ccc(Cl)cc3)c2n1	0%	-5%	/	6	-23%	2%	15%	85%[activator]	3%	-28%
COc1ccc(-c2c(C#N)c(N)nc3c2c(=O)n(C)c(=O)n3C)cc1	36%[activator]	-3%	-14%	-10	16%	0%	0%	5%	-3%[46.1 µM]	-4%
CCOc1c2ccc(C(=O)NCc3ccc4c(c3)OCO4)cc2nn1C	8%	-10%	0%	-6	14%	5%	-5%	30%[activator]	6%	-4%
CCOc1ccccc1OCC(=O)OCC(=O)Nc1ncc(Cl)cc1Cl	-2%	0%	12%	-2	17%	5%	-3%	0%	3%	0%
C/C(Cn1cnc([N+](=O)[O-])n1)=N\NC(=O)c1ccccc1	?	-2%	0%	-6	-3%	0%	-1%	4%	-2%[46.1 µM]	-1%
O=C(N/N=C/c1ccc([N+](=O)[O-])s1)C(O)c1ccccc1 (configuration not stated)	/	-11%	?	4	-56%[inhibitor]	-2%	?	-6%	9%[46.1 µM]	-1%
COc1cccc(N2CCN(C(=O)CCC(=O)N3CCOc4ccc(C)cc43)CC2)c1	-7%	-2%	-1%	-12	0%	-6%	3%	1%	6%	/
O=C(COC(=O)c1cccnc1Cl)c1ccc(Cl)cc1Cl	16%	-4%	12%	0	-24%	1%	4%	-1%	-6%	-1%
CN(C/C=C/c1ccccc1)C1CCCCC1	4%	0%	1%	24	-5%	0%	0%	5%	4%	4%
O=C(CSc1nncc(=O)[nH]1)NCc1ccccc1	-10%	0%	-2%	2	6%	0%	0%	6%	-14%	0%
CCOc1ccc(NC(=O)Cc2ccccc2)cc1	-7%	1%	-9%	17	14%	/	-9%	3%	4%	-11%
O=C(Nc1cccc(Cl)c1)c1cc(N=Nc2ccc([N+](=O)[O-])cc2Cl)ccc1O	10%	-9%	/	-98*	5%	5%	-4%	-7%	8%	0%
N#Cc1cccc(C(c2nnnn2C2CCCC2)N2CCCCCC2)c1 (configuration not stated)	-21%	-5%	?	6	23%	-1%	14%	2%	7%	1%
COc1ccccc1Oc1c(C)oc2cc(OC(=O)c3ccco3)ccc2c1=O	8%	-6%	15%	-2	10%	0%	0%	296%[activator]	-3%	134%[activator]
COc1cccc(N2CCN(c3c4c(nc5ncnn35)CCC4)CC2)c1	3%	-7%	-1%	-9	-39%	5%	-5%	3%	-22%	1%
CCOC(=O)c1c(C)[nH]c(C(=O)NCc2ccco2)c1C	-3%	/	-4%	-7	/	-3%	-2%	/	/	3%
COc1cccc(N2CCN(c3ccc(S(=O)(=O)N4CCCC4)cc3)CC2)c1	-4%	-3%	-14%	7	-2%	2%	0%	-2%	1%	-11%
Cc1cc(C)nc(SCC(=O)c2ccc(O)cc2O)n1	-1%	-1%	-13%	-5	-4%	16%	8%	-4%	-3%	0%
CC(C)(C)NC(=O)NC(=O)CSc1ccc(S(=O)(=O)N2CCCCC2)cn1	/	-1%	/	46	?	15%	-3%	-1%	-3%	/
Cc1cc(Cl)nc(-n2nc(C)cc2C)n1	-6%	-13%	/	-1	0%	-4%	-6%	4%	-17%	6%
COc1cc(CN(C(=O)c2ccco2)c2ccc(C)cc2)ccc1O	-3%	-13%	-19%	2	-1%[7.66 µM]	2%	5%	3%	4%	-4%
Cc1ccc(C)c(NC(=O)c2cc(S(=O)(=O)N3CCOCC3)cn2C)c1	-5%	-6%	2%	16	0%	-11%	0%	4%	-5%	/
Cc1cc(C(F)(F)F)nn1Cc1n[nH]c(=S)n1-c1ccc(Cl)cc1	-2%	-2%	1%	-2	18%	-6%	-1%	-2%	2%	-5%
CC(C)(C)c1ccc(Cn2nc(CC(=O)O)c3ccccc3c2=O)cc1	0%	-1%	0%	13	11%	5%	-1%	10%	3%	?
Cc1cc2oc(C(=O)N3CCN(CCc4ccccn4)CC3)c(C)c2cc1C	1%	5%	/	6	0%	6%	-7%	1%	3%	29%
C/C(CC(=O)Nc1cccc(C(F)(F)F)c1)=N\NC(=O)c1cnccn1	5%	0%	10%	-14	-18%	0%	-11%	-2%	-12%	6%
COc1ccc(-n2nc(C(=O)NCC(=O)N3CCOCC3)c3ccccc3c2=O)cc1OC	19%	-9%	3%	4	?	2%	0%	2%	0%	27%
CN1C(=O)N(CC(=O)N2CCN(c3ccccc3F)CC2)C(=O)C12CCCCC2	/	-7%	/	-5	-38%[inhibitor]	1%	-3%	4%	-3%	/
CN(C)C(=O)C1C2NC(=S)N(c3cccc(Cl)c3)C1(C)Oc1ccc(Cl)cc12 (configuration not stated)	1%	-8%	-2%	3	?	0%	2%	0%	-5%	4%
Cc1ccc(S(=O)(=O)N2CCN(Cc3ccccn3)CC2)cc1	-15%	0%	1%	-1	3%	4%	-7%	5%	2%	-6%
CCN(CC(=O)NC(C)C)C(=O)c1cc(S(=O)(=O)N2CCCCC2)ccc1N1CCCCC1	/	-3%	/	1	19%	-2%	/	4%	4%[46.1 µM]	/
CN(C)c1ncnc2c1NC1=C(S2)C(=NCCCC(=O)O)CC(C)(C)C1	?	-11%	?	-1	-49%[inhibitor]	-4%	-1%	-4%	-3%	-20%
N/C(=N\OC(=O)c1cc([N+](=O)[O-])ccc1Cl)c1cccnc1	?	2%	/	-9	-23%	3%	-3%	-4%	2%	7%
Cc1ccc(S(=O)(=O)NNC(=O)c2sc3nc(C)cc(C)c3c2-n2cccc2)cc1	-1%	-3%	2%	-6	-2%	-6%	3%	-2%	0%	-9%
COc1cc(/C=N\n2nnnc2N)ccc1OCc1ccc(F)cc1	14%	-13%	12%	17	-3%	2%	0%	50%	4%	-3%

Exported with two lines to a compound: three of the compounds above.
Below each SMILES: MBNL1-CUG inh	PTAP TSG101 blk	Menin-MLL TR inh	TSHR antagonist	Integrin act MD	AT treatment	Mito fusion act	ASM inhibitor	TCR act	CXXC DNA block
Cc1ccc(C)c(NC(=O)c2cc(S(=O)(=O)N3CCOCC3)cn2C)c1
 : -5%	-6%	2%	16	0%	-11%	0%	4%	-5%	/
Cc1cc(C(F)(F)F)nn1Cc1n[nH]c(=S)n1-c1ccc(Cl)cc1
 : -2%	-2%	1%	-2	18%	-6%	-1%	-2%	2%	-5%
CC(C)(C)c1ccc(Cn2nc(CC(=O)O)c3ccccc3c2=O)cc1
 : 0%	-1%	0%	13	11%	5%	-1%	10%	3%	?

From PubChem

The list is partial, so the mix of outcomes need not match the whole.
